NCF1 inh – blocks human p47phox regulatory protein of NADPH oxidases; 0.53% of 220,000 active; inhibition, % at 24.7 µM; P14598; p47phox/p22phox peptide binding, fluorescence polarization, 2 h;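 active means inhibition above about 30%, limit read from the data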;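 further: 0% = p47phox with labelled peptide and 100% = labelled peptide alone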
RBBP9 inhibitor – human RBBP9 hydrolase inhibition | 0.2% of 220,000 active | recombinant RBBP9, FP-Rh probe fluorescence polarization | inhibition, % at 7.94 µM | O75884;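 active means inhibition above the campaign mean of all tested compounds plus 3 SD, cut at about 14% in these data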;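 further: plate controls were DMSO wells with RBBP9 for no effect and wells lacking RBBP9 protein for full effect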
Target sequence (O75884 whole entry, looked up): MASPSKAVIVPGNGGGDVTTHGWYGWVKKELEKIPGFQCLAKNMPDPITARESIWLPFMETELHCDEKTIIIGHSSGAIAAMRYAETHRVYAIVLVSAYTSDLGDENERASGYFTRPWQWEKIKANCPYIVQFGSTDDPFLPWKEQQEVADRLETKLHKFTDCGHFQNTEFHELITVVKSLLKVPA
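System: RBBP9 protein | Quantity: 2.5 µM RBBP9 dispensing solution, before mixing | Reagent: FP-Rh probe, 375 nM dispensing solution | Timing: Enzyme-compound preincubation 30 min, then probe labeling 45 min, 25 °C | Measured by: Fluorescence polarization | Read-out: % inhibition | Replication: One well per compound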
EBV gp42 inh – blocks Epstein-Barr virus glycoprotein 42 binding; Q1HVG2; 0.42% of 220,000 active; inhibition, % (tested at 21.74 µM); AID 1085; Fluorescence polarization binding assay, mP read-out; in the data active means inhibition above about 50%
Runt-CBFb FRET – inhibitors of human RUNX1 Runt domain binding to CBFb | AID 1496 | Cerulean-Runt/Venus-CBFb FRET ratio 530/480, 1 h | inhibition, % at 20 µM | 0.46% of 220,000 active | Q01196+Q13951;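 active means inhibition over about 50% at 20 µM in the single-dose screen, limit read from the data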;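 further: 0% = DMSO wells and 100% = excess unlabeled CBFb competitor control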
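Assay system: Cerulean-Runt domain / Medium: Tris 50 mM pH 7.5, KCl, K2SO4, 0.01% BSA / Timing: protein complex preformed 1 h, compound exposure 1 h, room temperature, dark / Measured by: FRET, excitation 422 nm, emission at 530 and 480 nm / Evaluation: loss of energy transfer signal / Control set: 5 µM unlabeled CBFb as full-inhibition high control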
m-calpain inh – calpain II (pig) inhibition | AID 1236 | purified calpain II, fluorogenic peptide substrate, 30 min | 0.37% of 220,000 active | inhibition, % at 16 µM;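 active means inhibition above about 50%, limit read from the data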
Furin inhibitor – human furin inhibition; P09958; purified furin, fluorogenic substrate cleavage; inhibition, % at 30 µM; 0.061% of 220,000 active; AID 463115; in the data active means inhibition above about 25%; further: inactives centre near -15
Tb hexokinase – blocks Trypanosoma brucei hexokinase 1 activity. 0.11% of 220,000 active. inhibition, % at 10 µM. recombinant TbHK1, G6PDH-coupled NADH A340;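 active means inhibition of 50% or more in the single-dose primary screen; inactive means inhibition below 50%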
p97 ATPase inh – human p97 ATPase inhibition; AID 1481; 0.42% of 220,000 active; inhibition, % at 8 µM; P55072; recombinant p97 ATPase, Kinase-Glo ATP luminescence, 3 h; in the data active means inhibition above about 15%;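 further: 0% = DMSO vehicle and 100% = wells lacking enzyme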
Target sequence (P55072 whole entry, looked up): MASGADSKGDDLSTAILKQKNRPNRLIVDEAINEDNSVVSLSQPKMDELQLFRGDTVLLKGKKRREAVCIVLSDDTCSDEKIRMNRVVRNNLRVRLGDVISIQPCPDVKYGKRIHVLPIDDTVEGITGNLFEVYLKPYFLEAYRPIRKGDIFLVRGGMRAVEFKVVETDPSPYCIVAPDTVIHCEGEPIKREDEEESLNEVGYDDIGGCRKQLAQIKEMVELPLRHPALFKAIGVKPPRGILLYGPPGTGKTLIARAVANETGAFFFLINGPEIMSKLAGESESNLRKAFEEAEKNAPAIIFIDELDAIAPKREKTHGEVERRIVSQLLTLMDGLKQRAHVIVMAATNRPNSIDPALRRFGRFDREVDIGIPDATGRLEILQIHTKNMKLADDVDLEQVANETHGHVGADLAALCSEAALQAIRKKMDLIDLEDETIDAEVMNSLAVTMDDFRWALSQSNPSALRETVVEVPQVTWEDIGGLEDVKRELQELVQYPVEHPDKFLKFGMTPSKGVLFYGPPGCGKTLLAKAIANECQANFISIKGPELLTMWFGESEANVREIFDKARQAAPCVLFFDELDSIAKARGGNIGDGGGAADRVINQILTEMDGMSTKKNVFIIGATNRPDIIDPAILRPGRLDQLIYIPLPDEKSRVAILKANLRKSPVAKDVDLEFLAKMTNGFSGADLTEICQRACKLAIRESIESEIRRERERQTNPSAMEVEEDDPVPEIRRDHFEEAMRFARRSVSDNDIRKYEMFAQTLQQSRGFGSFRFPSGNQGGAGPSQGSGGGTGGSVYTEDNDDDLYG
Runt-SMMHC FRET – Runt domain-CBFb-SMMHC interaction inhibition. Cerulean-Runt/Venus-CBFb-SMMHC FRET ratio 530/480, 1 h. Q01196+Q13951. AID 1434. inhibition, % at 20 µM. 0.74% of 220,000 active;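 active means mean inhibition across duplicate retests at 20 µM reaching about 50%, limit read from the data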;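 further: 0% = DMSO wells and 100% = wells with excess untagged CBFb-SMMHC; inhibitors lower the FRET ratio by blocking Runt binding to CBFb-SMMHC; some results filed as inactive read as strong as hits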
The depositor's hits bear a star; nt = no result given; [ ] = remark or other dose.

SMILES | NCF1 inh | RBBP9 inhibitor | EBV gp42 inh | Runt-CBFb FRET | m-calpain inh | Furin inhibitor | Tb hexokinase | p97 ATPase inh | Runt-SMMHC FRET
Cn1nnnc1SCCNCc1cccnc1 | -1 | -1 | -6 | 0 | -26 | -22 | 2 | 6 | -2
O=C(NC1CC1)C1=C[C@H](c2csc3ccccc23)C[C@H](OCCCCO)O1 | nt | -5 | -6 | -1 | -9 | -32 | -2 | 0 | 2
CC(C(=O)N1CCCCC1)n1sc2ccccc2c1=O (stereo not given) | -2 | 1 | 2 | 0 | 14 | -8 | -7 | 0 | 0
Cc1ccc(-n2c(CSc3nc(C)cc(C)n3)nnc2SCC(=O)NCc2ccco2)cc1 | 1 | -7 | -6 | -2 | -24 | -20 | 5 | -1 | -9
COc1ccc(-c2nsc3c(N4CCCCC4)ncnc23)cc1 | -22 | -9 | -14 | -3 | -40 | 2[20 µM] | 4 | 1 | 0
CCOCc1nnc(NC(=O)CCc2ccccc2)s1 | 1 | 3 | 6 | 0 | 9 | -17[20 µM] | 1 | 10 | 0
CC(=O)OCCCNc1cc(SCc2ccco2)c2nonc2c1[N+](=O)[O-] | -4 | 1 | -4 | 28 | 15 | -8 | -11 | 3 | 18
CC(=O)c1cc(CN2CCCCC2)cc(OC(C)C)c1 | -13 | -4 | -5 | -4 | 0 | -27 | -4 | 5 | 2
Cc1ccsc1/C=C1\CCc2ccccc2C1=O | -6 | 1 | 0 | 4 | 24 | -8[20 µM] | -6 | -22 | -2
CN(CC(=O)Nc1ccc(N2CCOCC2)cc1)CC(=O)Nc1cccc(C#N)c1 | -11 | 5 | -18 | -1 | 45 | -33 | 1 | 4 | 4
NC(=O)CSc1nnc(Cc2csc(Nc3ccc(F)cc3)n2)n1Cc1ccccc1 | -5 | -2 | -20 | -2 | -33 | -18[20 µM] | -7 | -8 | 1
CCN(CC)C(=O)c1sc(NC(=O)c2ccncc2)c(C(=O)OC)c1C | 6 | -4 | -9 | 25 | 30 | -1 | -16 | -3 | 8

Two compounds drawn at random from the list so far:
SMILES | NCF1 inh | RBBP9 inhibitor | EBV gp42 inh | Runt-CBFb FRET | m-calpain inh | Furin inhibitor | Tb hexokinase | p97 ATPase inh | Runt-SMMHC FRET
CC(C(=O)N1CCCCC1)n1sc2ccccc2c1=O (stereo not given) | -2 | 1 | 2 | 0 | 14 | -8 | -7 | 0 | 0
O=C(NC1CC1)C1=C[C@H](c2csc3ccccc23)C[C@H](OCCCCO)O1 | nt | -5 | -6 | -1 | -9 | -32 | -2 | 0 | 2

Further structures follow.
SMILES | NCF1 inh | RBBP9 inhibitor | EBV gp42 inh | Runt-CBFb FRET | m-calpain inh | Furin inhibitor | Tb hexokinase | p97 ATPase inh | Runt-SMMHC FRET
CCCS(=O)(=O)N1CCCC(C(=O)c2cccc(Cl)c2)C1 (stereo not given) | -16 | -9 | -14 | 2 | -26 | -26 | 3 | 2 | 0
CSc1nc2ccsc2c(=O)n1-c1cccnc1 | 0 | 3 | -10 | 0 | 12 | -18 | -2 | 4 | -1
COCCn1c(CCc2ccccc2)n[nH]c1=S | -6 | -5 | -15 | 4 | -8 | -21 | -6 | 5 | 3
S=C(c1ccc(Br)cc1)N1CCN(Cc2ccccc2)CC1 | -4 | 1 | -21 | 54* | 23 | -4[20 µM] | 2 | 2 | 50
COc1ccc(CCNC2CC(=O)N(CCc3ccc(OC)c(OC)c3)C2=O)cc1OC (stereo not given) | 7 | 0 | -8 | 6 | -15 | -7 | -4 | -6 | -7
COc1ccc(OC)c(/C=C/c2c([N+](=O)[O-])c(=O)n(C)c(=O)n2C)c1 | -2 | -7 | -5 | -2 | 10 | -21 | -23 | 3 | 4
N#Cc1nc(Cc2cccc3ccccc23)oc1NCc1ccc2c(c1)OCO2 | -8 | -21 | -7 | 0 | 38 | -20 | -5 | -2 | 2
Cc1c(C(=O)NCCc2ccc3c(c2)OCCO3)oc2ccccc12 | -10 | -6 | -10 | 2 | 1 | -10[20 µM] | -2 | -2 | -3
O=C(C(Cc1ccccc1)n1cccc1)N1CCN(c2cccc(Cl)c2)CC1 (stereo not given) | 8 | -4 | -2 | 0 | 17 | -24 | 9 | -3 | -1
O/C(=C\Sc1nnc(Cc2ccccc2)o1)c1ccc(F)cc1 | 0 | -5 | -14 | 2 | -25 | -4[20 µM] | -1 | -8 | -1
CCCn1c(N)c(N(CCOC)C(=O)/C=C/c2ccc(C(=O)OC)cc2)c(=O)[nH]c1=O | -9 | -7 | -16 | 1 | 18 | -1 | -5 | -2 | 2
CC(COc1ccccc1)N(CCCl)Cc1ccccc1 (stereo not given) | 0 | 2 | -3 | -3 | -7 | -17 | -7 | -4 | 0

Filtered by structure, the entries above with two or more sulfur atoms
SMILES | NCF1 inh | RBBP9 inhibitor | EBV gp42 inh | Runt-CBFb FRET | m-calpain inh | Furin inhibitor | Tb hexokinase | p97 ATPase inh | Runt-SMMHC FRET
Cc1ccc(-n2c(CSc3nc(C)cc(C)n3)nnc2SCC(=O)NCc2ccco2)cc1 | 1 | -7 | -6 | -2 | -24 | -20 | 5 | -1 | -9
NC(=O)CSc1nnc(Cc2csc(Nc3ccc(F)cc3)n2)n1Cc1ccccc1 | -5 | -2 | -20 | -2 | -33 | -18[20 µM] | -7 | -8 | 1
CSc1nc2ccsc2c(=O)n1-c1cccnc1 | 0 | 3 | -10 | 0 | 12 | -18 | -2 | 4 | -1

Other entries:
SMILES | NCF1 inh | RBBP9 inhibitor | EBV gp42 inh | Runt-CBFb FRET | m-calpain inh | Furin inhibitor | Tb hexokinase | p97 ATPase inh | Runt-SMMHC FRET
CCC(C)(C)n1nnnc1C(CC(C)C)N1CCC(C(N)=O)CC1 (stereo not given) | -2 | -8 | -12 | -1 | 3 | -8 | -2 | -2 | -4
COc1cccc(CNC(=O)CNC(=S)N(Cc2ccccc2)Cc2ccccc2F)c1 | -4 | -11 | -1 | -2 | 54* | -2 | 11 | -9 | -2
CCn1c(SCC(=O)N/N=C/c2ccc(C)s2)nc2ccccc21 | -17 | 4 | 16 | -2 | 13 | -6 | -23 | 0 | -3
OC(COc1ccc(Br)cc1)CN1CCOCC1 (stereo not given) | 0 | -11 | -5 | 2 | 12 | -10 | 5 | -8 | -2
Cc1ccc(C(=O)N2CC3(C)CN(C(=O)c4ccc(C)cc4)CC(C)(C2)C3=O)cc1 | 2 | -6 | -12 | 0 | -10 | -18 | 4 | 3 | 3
O=C(CSc1ccc2nnc(-c3ccccn3)n2n1)Nc1nccs1 | -9 | -5 | -13 | 0 | -2 | -27 | -3 | 2 | 1
CCOC(=O)c1ccc(NC(=O)NCc2ccn(CC)n2)cc1 | -3 | -2 | -21 | -1 | 19 | -19[20 µM] | 1 | 2 | 0
CC(=O)/C(C#N)=C1\NC(=O)C(Cc2ccc(F)cc2)S1 (stereo not given) | -1 | 0 | -3 | -1 | 21 | -14 | -47 | -1 | -1
COc1ccc(CN2CCCCC2C)c(C)c1C (stereo not given) | -1 | -1 | -4 | 1 | -24 | -17 | 2 | 5 | -1
O=C(NCCNC(=O)c1ccc([N+](=O)[O-])cc1)c1ccncc1 | 3 | -5 | -22 | 0 | -12 | -29 | -1 | 3 | 1
CCC(=O)Nc1ccccc1C(=O)N1CCCC1 | 1 | -3 | 25 | 0 | -45 | -19[20 µM] | 5 | 2 | -3
O=C(CN1C(=O)CSCC1=O)Nc1ccc2c(c1)OCO2 | -9 | -7 | 2 | -1 | -24 | -30 | -7 | 3 | -2
O=C(Nc1c(F)cc(F)cc1Br)c1cc(S(=O)(=O)N2CCN(c3ccccn3)CC2)ccc1F | -13 | -7 | -5 | 2 | -105 | -7 | 8 | 5 | 2
CCSc1n[nH]c(=O)[nH]c1=O | -4 | -5 | -5 | 1 | 8 | -4 | -5 | -1 | 1
Cc1ccc(CNc2ccc(N3CCOCC3)c(C(=O)O)c2)s1 | -8 | -3 | 5 | 4 | -167 | -10 | -6 | -3 | 2
N#CCCN(Cc1cccnc1)C(=S)NC(=O)c1ccco1 | -2 | -2 | -13 | 2 | -31 | 14 | -1 | 7 | -4
CCCCN1C(=O)CC(N2CCOCC2)C1=O (stereo not given) | -12 | -11 | -40 | 1 | -9 | -20[20 µM] | 18 | -1 | -14
O=C(CCCCCNc1nc(=S)[nH]c2ccccc12)NCCc1ccccc1 | -16 | 2 | -6 | 0 | -3 | -19 | 4 | 3 | -2
N/C(=N\OC(=O)CCN1C(=O)c2ccccc2C1=O)c1ccccn1 | 8 | 4 | -5 | 0 | 15 | -11 | -3 | 1 | 2
Fc1ccc(CSc2nnc(-c3cccnc3)n2Cc2ccco2)cc1 | -11 | -6 | -15 | 28 | -35 | -24 | -2 | 9 | 17
CCN1CCN(CC(=O)Nc2cc(C)c(C)cc2[N+](=O)[O-])CC1 | 4 | -2 | -3 | 0 | -3 | 2 | -3 | -2 | -2
CC(C)(C)NC(=O)COc1ccc(CNCc2cccs2)cc1 | -9 | -1 | -8 | -2 | -14 | -25[20 µM] | -1 | 1 | 6
O=C(CCC1CCCN(C(=O)c2ccc3c(c2)OCO3)C1)NCc1ccc(F)c(F)c1 (stereo not given) | 4 | -7 | -4 | 1 | -1 | -16 | -7 | -6 | -5
CCOc1ccc(N=C2NC(=O)S/C2=C\c2ccc(Cl)cc2)cc1 | 2 | -1 | -14 | -7 | 48 | -13[20 µM] | 15 | 3 | -12

Single records, from the list above.
CCOc1ccc(N=C2NC(=O)S/C2=C\c2ccc(Cl)cc2)cc1 is listed with NCF1 inh: 2; RBBP9 inhibitor: -1; EBV gp42 inh: -14; Runt-CBFb FRET: -7; m-calpain inh: 48; Furin inhibitor: -13[20 µM]; Tb hexokinase: 15; p97 ATPase inh: 3; Runt-SMMHC FRET: -12
Cc1ccc(CNc2ccc(N3CCOCC3)c(C(=O)O)c2)s1 is listed with NCF1 inh: -8; RBBP9 inhibitor: -3; EBV gp42 inh: 5; Runt-CBFb FRET: 4; m-calpain inh: -167; Furin inhibitor: -10; Tb hexokinase: -6; p97 ATPase inh: -3; Runt-SMMHC FRET: 2
CCN1CCN(CC(=O)Nc2cc(C)c(C)cc2[N+](=O)[O-])CC1 is listed with NCF1 inh: 4; RBBP9 inhibitor: -2; EBV gp42 inh: -3; Runt-CBFb FRET: 0; m-calpain inh: -3; Furin inhibitor: 2; Tb hexokinase: -3; p97 ATPase inh: -2; Runt-SMMHC FRET: -2

Other results
SMILES | NCF1 inh | RBBP9 inhibitor | EBV gp42 inh | Runt-CBFb FRET | m-calpain inh | Furin inhibitor | Tb hexokinase | p97 ATPase inh | Runt-SMMHC FRET
CC(C)(C)C(=O)NC(C(N)=O)=C(Cl)Cl | 4 | -6 | -12 | 0 | -17 | -9 | 6 | -2 | 1
O=C(Nc1nn[nH]n1)c1cccc([N+](=O)[O-])c1 | -5 | 0 | -4 | -2 | -28 | -25 | 0 | 5 | -1
CCOC(=O)CNC(=O)CSc1nc(C)cc(C)c1C#N | 3 | -7 | -2 | -2 | -1 | -13 | 3 | -2 | -4
COC(=O)c1nc(-n2nc(C)cc2C)ccc1Cl | 4 | 7 | 1 | 1 | 17 | -13[20 µM] | 16 | 2 | 0
CN(CC#CCC(c1ccccc1)c1ccccc1)C(C)(C)C | -6 | 2 | 5 | -3 | 3 | -5[20 µM] | -4 | -2 | 5
CCN1CCN(CC(=O)N2N=C(c3cccs3)CC2c2ccc(C)cc2)C(=O)C1=O (stereo not given) | -13 | -2 | -6 | 2 | -93 | -1 | -6 | 2 | 3

Compound activity: PubChem BioAssay, several laboratories
